Compound activity as filed in PubChem.
PAD4 FP inh – PAD4 (human) enzyme inhibition. AID 485272. Q9UM07. recombinant PAD4, RCA probe fluorescence polarization. inhibition, % at 6.36 µM. hit rate 0.41% among 330,000;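 active = percent inhibition above a cutoff equal to the mean of all tested compounds plus 3 SD, cut at about 15% in these data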;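 note: 0% = PAD4 with RCA probe and DMSO and 100% = probe without PAD4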
PAFAH1B3 inh – PAFAH1B3 (human) inhibition; Q15102; recombinant PAFAH1B3, FP-rhodamine probe, fluorescence polarization; inhibition, % at 3.39 µM; hit rate 0.28% among 340,000; AID 492972;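 active = inhibition above the screen-wide average of all tested compounds plus 3 SD, cut at about 25% in these data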;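 note: 0% = enzyme with DMSO only and 100% = wells lacking PAFAH1B3 protein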
LYPLA1 counter – blocks human lysophospholipase 1, a PME1 counter-screen; recombinant LYPLA1, FP-Rh probe fluorescence polarization; inhibition, % at 5.9 µM; hit rate 0.16% among 320,000; AID 2174;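 active = inhibition above the mean of all tested compounds plus 3 SD, set per campaign, cut at about 14% in these data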;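 note: inhibitors block serine hydrolase probe labeling of LYPLA1 so polarization falls; 0% = enzyme with DMSO and 100% = wells lacking LYPLA1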
PAFAH2 inh – PAFAH2 (human) inhibition; hit rate 0.99% among 340,000; inhibition, % at 3.39 µM; recombinant PAFAH2, FP-rhodamine activity probe, fluorescence polarization; AID 492956;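 active = inhibition above the mean over all tested compounds plus 3 SD, cut at about 30% in these data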;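 note: inhibitors block probe labeling of enzyme so polarization drops; 0% = enzyme with DMSO and 100% = wells lacking PAFAH2 protein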
pPAFAH inh – pPAFAH (human) enzyme inhibition; Q13093; recombinant pPAFAH, FP-rhodamine probe fluorescence polarization; inhibition, % at 3.39 µM; hit rate 1.5% among 330,000; AID 463082;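 active = inhibition above the mean inhibition across the screen plus 3 SD, cut at about 25% in these data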;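 note: inhibitors block binding of the rhodamine activity-based probe so polarization drops; 0% = enzyme with DMSO and 100% = wells lacking pPAFAH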
Target sequence (Q13093 whole entry, looked up): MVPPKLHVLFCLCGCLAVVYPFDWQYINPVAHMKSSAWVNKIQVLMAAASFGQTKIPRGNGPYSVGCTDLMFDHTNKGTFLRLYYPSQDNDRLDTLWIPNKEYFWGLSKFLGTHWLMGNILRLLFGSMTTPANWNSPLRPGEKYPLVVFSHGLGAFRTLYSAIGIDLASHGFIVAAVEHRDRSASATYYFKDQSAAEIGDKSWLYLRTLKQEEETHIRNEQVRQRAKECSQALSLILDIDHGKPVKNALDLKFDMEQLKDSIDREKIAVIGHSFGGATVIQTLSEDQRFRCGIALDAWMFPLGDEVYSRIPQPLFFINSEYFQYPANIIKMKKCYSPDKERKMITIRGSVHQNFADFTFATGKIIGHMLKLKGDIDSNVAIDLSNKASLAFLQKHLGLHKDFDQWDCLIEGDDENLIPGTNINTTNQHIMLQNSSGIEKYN
PME-1 primary – blocks human protein phosphatase methylesterase 1; Q9Y570; AID 2130; inhibition, % at 5.9 µM; recombinant PME-1, FP-Rh probe fluorescence polarization; hit rate 0.53% among 320,000;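 active = inhibition above the campaign mean of all compounds plus 3 SD, cut at about 26% in these data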;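 note: competitive labeling of PME-1 active site by serine hydrolase directed probe; 0% = PME-1 with DMSO and 100% = wells lacking PME-1 enzyme; inhibitors block probe labeling so polarization falls and inhibition rises; many of its hits are not listed in these tables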
LYPLA2 inh – counter-screen for PME1 inhibitors: inhibitors of human LYPLA2; recombinant LYPLA2, FP-Rh probe fluorescence polarization; inhibition, % at 5.9 µM; hit rate 0.38% among 320,000; O95372;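 active = inhibition above the screen-wide mean plus 3 SD, limit set per campaign, cut at about 26% in these data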;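 note: 0% = LYPLA2 with DMSO and 100% = wells lacking LYPLA2 enzyme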
GSTO1 inh – GSTO1 inhibition, counter-screen for RBBP9 inhibitors; inhibition, % at 5.96 µM; recombinant GSTO1, activity-based probe fluorescence polarization; hit rate 1.1% among 300,000;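 active = inhibition above the campaign mean inhibition plus 3 SD, cut at about 35% in these data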;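 note: 0% = GSTO1-1 with DMSO and 100% = wells lacking GSTO1-1 enzyme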
Target sequence (P78417 whole entry, looked up): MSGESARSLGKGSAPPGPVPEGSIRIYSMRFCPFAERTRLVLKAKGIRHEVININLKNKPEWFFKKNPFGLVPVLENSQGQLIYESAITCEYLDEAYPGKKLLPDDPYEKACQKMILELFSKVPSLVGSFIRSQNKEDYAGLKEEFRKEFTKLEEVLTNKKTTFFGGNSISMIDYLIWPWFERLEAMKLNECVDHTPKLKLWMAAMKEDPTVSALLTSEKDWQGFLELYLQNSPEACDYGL
PAFAH1B2 FP inh – blocks human PAF acetylhydrolase 1b catalytic subunit 2. hit rate 1.2% among 340,000. inhibition, % at 3.39 µM. recombinant PAFAH1B2, FP-rhodamine activity probe, fluorescence polarization. P68402;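 active = inhibition above the mean of all tested compounds plus 3 SD, cut at about 24% in these data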;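 note: 0% = enzyme with DMSO and 100% = wells lacking PAFAH1B2; many of its hits are not listed in these tables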
Target sequence (P68402 whole entry, looked up): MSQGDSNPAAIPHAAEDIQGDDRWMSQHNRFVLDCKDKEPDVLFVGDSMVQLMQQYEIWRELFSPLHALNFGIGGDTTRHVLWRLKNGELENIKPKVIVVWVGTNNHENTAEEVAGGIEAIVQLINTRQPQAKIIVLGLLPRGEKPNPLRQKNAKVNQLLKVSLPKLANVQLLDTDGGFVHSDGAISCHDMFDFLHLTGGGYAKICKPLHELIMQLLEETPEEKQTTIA
The depositor's hits bear a star. Some of the compounds tested; the hit share may differ from the screen's.

Nc1c(C(=O)NCc2ccccc2)nnn1Cc1ccccc1 was read as PAD4 FP inh -2, PAFAH1B3 inh 7, LYPLA1 counter -2, PAFAH2 inh -4, pPAFAH inh 0, PME-1 primary 1, LYPLA2 inh 6, GSTO1 inh 0 and PAFAH1B2 FP inh 7.
For COc1ccc(S(=O)(=O)N2CCN(Cc3ccc(Cl)cc3)CC2)cc1 the results were PAD4 FP inh 2, PAFAH1B3 inh -5, LYPLA1 counter 0, PAFAH2 inh 1, pPAFAH inh 8, PME-1 primary 4, LYPLA2 inh 5, GSTO1 inh 5 and PAFAH1B2 FP inh 5.
For Cc1ccc(CNc2ccc(N3CCOCC3)cc2)cc1 the results were PAD4 FP inh -9, PAFAH1B3 inh 13, LYPLA1 counter 3, PAFAH2 inh 0, pPAFAH inh 9, PME-1 primary 0, LYPLA2 inh -5, GSTO1 inh 10 and PAFAH1B2 FP inh 9.
Screening COc1cccc(C2NC(=O)NC(C)=C2C(=O)OCC2CCCO2)c1 (stereo not given) returned PAD4 FP inh -5, PAFAH1B3 inh 1, LYPLA1 counter 2, PAFAH2 inh 5, pPAFAH inh 0, PME-1 primary 5, LYPLA2 inh 4, GSTO1 inh 6 and PAFAH1B2 FP inh 1.
Screening CCS(=O)(=O)Nc1cc2c3c(c1)CCN3C(=O)CC2 returned PAD4 FP inh 1, PAFAH1B3 inh 2, LYPLA1 counter 1, PAFAH2 inh -3, pPAFAH inh -8, PME-1 primary -8, LYPLA2 inh -4, GSTO1 inh 8 and PAFAH1B2 FP inh 0.
`CCN1CCN(c2nc(N)c([N+](=O)[O-])c(Nc3ccc(C)c(C)c3)n2)CC1` gave PAD4 FP inh -4, PAFAH1B3 inh 1, LYPLA1 counter 2, PAFAH2 inh -16, pPAFAH inh -1, PME-1 primary -2, LYPLA2 inh 1, GSTO1 inh 2 and PAFAH1B2 FP inh -3.
O=C(C(Cc1ccccc1)n1cccc1)N1CCCCCC1 (stereo not given) was read as PAD4 FP inh 2, PAFAH1B3 inh 2, LYPLA1 counter 4, PAFAH2 inh -2, pPAFAH inh 2, PME-1 primary 3, LYPLA2 inh 6, GSTO1 inh -2 and PAFAH1B2 FP inh 4.
`CC(=O)N1Cc2ccccc2CC1C(=O)N1CCN(c2ccccc2)CC1` (stereo not given) gave PAD4 FP inh -5, PAFAH1B3 inh 9, LYPLA1 counter 0, PAFAH2 inh 0, pPAFAH inh -4, PME-1 primary -3, LYPLA2 inh 0, GSTO1 inh -4 and PAFAH1B2 FP inh 3.
For CC(C)(CO)NCc1cccc(OCc2ccc(Cl)cc2)c1 the results were PAD4 FP inh -3, PAFAH1B3 inh 5, LYPLA1 counter 5, PAFAH2 inh 7, pPAFAH inh -1, PME-1 primary 5, LYPLA2 inh 2, GSTO1 inh 3 and PAFAH1B2 FP inh 2.
`O=C1NCCCC1C(=O)N/N=C/c1ccccc1O` (stereo not given) gave PAD4 FP inh 4, PAFAH1B3 inh 4, LYPLA1 counter -1, PAFAH2 inh -1, pPAFAH inh -3, PME-1 primary -9, LYPLA2 inh 0, GSTO1 inh 2 and PAFAH1B2 FP inh 1.
O=C(CSc1nnnn1-c1cccc2c1CCCC2)N1CCOCC1 was read as PAD4 FP inh -2, PAFAH1B3 inh 4, LYPLA1 counter 1, PAFAH2 inh 6, pPAFAH inh 3, PME-1 primary 1, LYPLA2 inh 1, GSTO1 inh 1 and PAFAH1B2 FP inh -1.
Screening CCCCCc1nnc(NC(=O)c2cccc(S(=O)(=O)N3CCOCC3)c2)s1 returned PAD4 FP inh 2, PAFAH1B3 inh 2, LYPLA1 counter 0, PAFAH2 inh 4, pPAFAH inh 1, PME-1 primary 1, LYPLA2 inh 1 and PAFAH1B2 FP inh -3.
For CCOC(=O)c1c(C)nc2cc(C)ccn12 the results were PAD4 FP inh -8, PAFAH1B3 inh 4, LYPLA1 counter -3, PAFAH2 inh -11, pPAFAH inh -2, PME-1 primary 2, LYPLA2 inh 2, GSTO1 inh -3 and PAFAH1B2 FP inh -3.
C1=C(CCNCC2CCCCC2)CCCC1 was read as PAD4 FP inh 5, PAFAH1B3 inh -6, LYPLA1 counter 2, PAFAH2 inh 1, pPAFAH inh 0, PME-1 primary 1, LYPLA2 inh 1, GSTO1 inh 7 and PAFAH1B2 FP inh 2.
`CCCCC(=O)Nc1ccc(NC(=O)c2ccc([N+](=O)[O-])cc2)cc1OC` gave PAD4 FP inh -3, PAFAH1B3 inh 3, LYPLA1 counter -1, PAFAH2 inh -6, pPAFAH inh 1, PME-1 primary -4, LYPLA2 inh -1, GSTO1 inh -4 and PAFAH1B2 FP inh 6.
`COC(=O)C(CC(C)C)NC(=O)C(Cc1ccccc1)NC(=O)C1CCCN1C(=O)OC(C)(C)C` (stereo not given) gave PAD4 FP inh 2, PAFAH1B3 inh 8, LYPLA1 counter -1, PAFAH2 inh 4, pPAFAH inh -3, PME-1 primary -1, LYPLA2 inh -4, GSTO1 inh 5 and PAFAH1B2 FP inh 4.
O=c1cc2[nH]c3ccccc3c(=O)n2nc1-c1ccccc1 was read as PAD4 FP inh 3, PAFAH1B3 inh 7, LYPLA1 counter 3, PAFAH2 inh 13, pPAFAH inh 8, PME-1 primary 6, LYPLA2 inh 4, GSTO1 inh 6 and PAFAH1B2 FP inh -1.
COc1ccccc1C(c1c(O)nc(SC)[nH]c1=O)c1c(O)nc(SC)[nH]c1=O was read as PAD4 FP inh 0, PAFAH1B3 inh 6, LYPLA1 counter -1, PAFAH2 inh 0, pPAFAH inh -3, PME-1 primary -1, LYPLA2 inh 0, GSTO1 inh 2 and PAFAH1B2 FP inh -2.
For N#Cc1ccc(COC(=O)CC(NC(N)=O)c2ccc(Cl)cc2)cc1 (stereo not given) the results were PAD4 FP inh 3, PAFAH1B3 inh 2, LYPLA1 counter -1, PAFAH2 inh -5, pPAFAH inh 4, PME-1 primary 3, LYPLA2 inh 7, GSTO1 inh -5 and PAFAH1B2 FP inh 4.
For CCn1c(SCC(=O)N/N=C/c2c[nH]c3ccccc23)nnc1-c1ccc(C)cc1 the results were PAD4 FP inh 2, PAFAH1B3 inh 6, LYPLA1 counter -1, PAFAH2 inh -1, pPAFAH inh 5, PME-1 primary 9, LYPLA2 inh -5, GSTO1 inh 6 and PAFAH1B2 FP inh 5.
`CCC(C)c1ccc(NC(=O)CSc2nncn2N)cc1` (stereo not given) gave PAD4 FP inh 2, PAFAH1B3 inh 8, LYPLA1 counter -3, PAFAH2 inh 7, pPAFAH inh 6, PME-1 primary 5, LYPLA2 inh 16, GSTO1 inh -3 and PAFAH1B2 FP inh 3.
Screening CN1CCN(CCCNC(=O)c2ccc3c(Cl)c4c(nc3c2)CCCC4)CC1 returned PAD4 FP inh 4, PAFAH1B3 inh 1, LYPLA1 counter 1, PAFAH2 inh 2, pPAFAH inh 0, PME-1 primary -10, LYPLA2 inh 1, GSTO1 inh 1 and PAFAH1B2 FP inh 7.
For CC(C)(C)c1cnnn1-c1ccc(C(=O)CCl)cc1 the results were PAD4 FP inh 2, PAFAH1B3 inh 6, LYPLA1 counter 2, PAFAH2 inh 3, pPAFAH inh 0, PME-1 primary 3, LYPLA2 inh 2, GSTO1 inh 26 and PAFAH1B2 FP inh 7.
For COc1ccc(/C=C2\SC(=S)N(CCC(=O)N(CCO)c3ccccc3)C2=O)cc1OC the results were PAD4 FP inh 3, PAFAH1B3 inh 3, LYPLA1 counter 0, PAFAH2 inh 6, pPAFAH inh -2, PME-1 primary 3, LYPLA2 inh 11, GSTO1 inh -4 and PAFAH1B2 FP inh -4.
For CCOP(=O)(OCC)C(Nc1ccc(C(=O)O)cc1)c1ccccc1 (stereo not given) the results were PAD4 FP inh 4, PAFAH1B3 inh 4, LYPLA1 counter 1, PAFAH2 inh -5, pPAFAH inh 0, PME-1 primary 0, LYPLA2 inh -3, GSTO1 inh -6 and PAFAH1B2 FP inh 8.
Screening COc1ccc(C)cc1NC(=O)CCNS(=O)(=O)c1cccc2nonc12 returned PAD4 FP inh -2, PAFAH1B3 inh 6, LYPLA1 counter 3, PAFAH2 inh 3, pPAFAH inh 3, PME-1 primary -1, LYPLA2 inh 2, GSTO1 inh 1 and PAFAH1B2 FP inh 1.
CC(C)C1Cc2c(C#N)c(N)n(C)c(=S)c2CO1 (stereo not given) was read as PAD4 FP inh -1, PAFAH1B3 inh 6, LYPLA1 counter -1, PAFAH2 inh 4, pPAFAH inh 3, PME-1 primary 7, LYPLA2 inh 0, GSTO1 inh -1 and PAFAH1B2 FP inh 2.
CSc1ccc(NC(=O)Nc2cc(C)ccn2)cc1 was read as PAD4 FP inh -3, PAFAH1B3 inh 2, LYPLA1 counter 0, PAFAH2 inh 2, pPAFAH inh 3, PME-1 primary 10, LYPLA2 inh -3, GSTO1 inh 2 and PAFAH1B2 FP inh 6.
Screening CC(=O)N(C(C)=O)N1C(=O)C2C3c4ccccc4C(c4ccccc43)C2C1=O (stereo not given) returned PAD4 FP inh -5, PAFAH1B3 inh 2, LYPLA1 counter 2, PAFAH2 inh -6, pPAFAH inh -2, PME-1 primary 5, LYPLA2 inh -2, GSTO1 inh 4 and PAFAH1B2 FP inh 3.
For COc1ccc2[nH]c(=O)c3c(c2c1)OC(C)(C)C=C3 the results were PAD4 FP inh 4, PAFAH1B3 inh 13, LYPLA1 counter -2, PAFAH2 inh -8, pPAFAH inh 10, PME-1 primary -1, LYPLA2 inh 0, GSTO1 inh -4 and PAFAH1B2 FP inh 1.
Screening O=C(Nc1ccccc1)c1ccc(NCC2CCCO2)c(S(=O)(=O)N2CCOCC2)c1 (stereo not given) returned PAD4 FP inh -2, PAFAH1B3 inh 1, LYPLA1 counter 2, PAFAH2 inh 5, pPAFAH inh 2, PME-1 primary -8, LYPLA2 inh 3, GSTO1 inh -6 and PAFAH1B2 FP inh 9.
`Cc1cc(CN(C)C(=O)c2ccc3nc(Cc4ccccc4F)oc3c2)n[nH]1` gave PAD4 FP inh 2, PAFAH1B3 inh 3, LYPLA1 counter 4, PAFAH2 inh -7, pPAFAH inh 4, PME-1 primary 3, LYPLA2 inh 7, GSTO1 inh 1 and PAFAH1B2 FP inh 3.

Quoted from the results shown, 3 compounds:
For COc1ccc2[nH]c(=O)c3c(c2c1)OC(C)(C)C=C3 the results were PAD4 FP inh 4, PAFAH1B3 inh 13, LYPLA1 counter -2, PAFAH2 inh -8, pPAFAH inh 10, PME-1 primary -1, LYPLA2 inh 0, GSTO1 inh -4 and PAFAH1B2 FP inh 1.
Screening O=C(Nc1ccccc1)c1ccc(NCC2CCCO2)c(S(=O)(=O)N2CCOCC2)c1 (stereo not given) returned PAD4 FP inh -2, PAFAH1B3 inh 1, LYPLA1 counter 2, PAFAH2 inh 5, pPAFAH inh 2, PME-1 primary -8, LYPLA2 inh 3, GSTO1 inh -6 and PAFAH1B2 FP inh 9.
`Cc1cc(CN(C)C(=O)c2ccc3nc(Cc4ccccc4F)oc3c2)n[nH]1` gave PAD4 FP inh 2, PAFAH1B3 inh 3, LYPLA1 counter 4, PAFAH2 inh -7, pPAFAH inh 4, PME-1 primary 3, LYPLA2 inh 7, GSTO1 inh 1 and PAFAH1B2 FP inh 3.
